NR2E3 ag-1 – activates human NR2E3 receptor; 360,000 compounds, 0.35% hits; inhibition of corepressor binding, % at 3.98 µM; CHO-S Gal4-NCOR/VP16-NR2E3 two-hybrid, luciferase; AID 602229;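 active = inhibition above the mean of all tested compounds plus 3 SD, cut at about 70% in these data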;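 note: 0% = DMSO with NR2E3 transfected cells and 100% = cells lacking NR2E3 construct; higher means lower luciferase signal from less NR2E3 corepressor binding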
Target sequence (Q9Y5X4 whole entry, looked up, the tested form may be a part): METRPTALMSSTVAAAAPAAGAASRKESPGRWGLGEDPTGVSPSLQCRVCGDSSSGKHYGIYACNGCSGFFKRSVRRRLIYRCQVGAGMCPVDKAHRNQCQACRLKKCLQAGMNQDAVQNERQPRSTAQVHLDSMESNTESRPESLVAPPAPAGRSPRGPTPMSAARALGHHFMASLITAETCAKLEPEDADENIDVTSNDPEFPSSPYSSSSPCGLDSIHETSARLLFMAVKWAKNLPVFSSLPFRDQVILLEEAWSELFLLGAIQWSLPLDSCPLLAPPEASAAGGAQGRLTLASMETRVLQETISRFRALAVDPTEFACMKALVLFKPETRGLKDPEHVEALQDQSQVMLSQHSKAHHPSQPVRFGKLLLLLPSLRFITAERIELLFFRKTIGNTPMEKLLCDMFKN
NR2E3 ag-2 – NR2E3 (human) agonism | GST-NR2E3/biotin-RetCOR TR-FRET, 1536-well | Q9Y5X4 | AID 2300 | inhibition of corepressor binding, % at 4.78 µM | 320,000 compounds, 0.12% hits;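 active = percent inhibition above the cutoff of mean plus 3 SD of all tested compounds, set per screening campaign, cut at about 20% in these data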;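 note: 0% = DMSO wells and 100% = biotin wells as full block of FRET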
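Material: NR2E3–RetCOR corepressor complex / Amount: 1.35 nM GST-NR2E3 / Medium: Tris pH 7.5 / Compound: single nominal compound dose of 4.8 µM / Incubation: 5 h at 4 °C / Technique: TR-FRET, Eu(K)-anti-GST donor, streptavidin-D2 acceptor, ex 340, em 617/671 nm / Read-out basis: percent loss of FRET ratio relative to control wells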
HIF-2a inh – HIF-2a inhibition; 786-0 RCC cells HIF-2a reporter, luciferase luminescence, overnight; inhibition, % at 18.8 µM; 360,000 compounds, 0.72% hits;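 active = inhibition of the luminescence signal of 40% or more relative to plate controls, in a single-dose primary screen at 18.75 µM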
KKLEB cytotox – reduces viability of KKLEB cystic fibrosis airway cells; KKLEB CF airway cells viability, ATPlite luminescence, overnight; active compounds read low; cells stimulated with P. aeruginosa culture filtrate; activity change (cytotoxicity), % at 5 µM; 360,000 compounds, 0.36% hits; AID 602141;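 active = corrected activity change at or below -50% at 5 µM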
CF NFkB inh – inhibitors of cystic fibrosis induced NF-kB; KKLEB NF-kB-GFP reporter, PAF-induced, GFP fluorescence overnight; inhibition, % at 5 µM; 360,000 compounds, 0.86% hits;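 active = at least 50% inhibition at 5 µM, scaled per plate between neutral and stimulator controls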;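 note: PAF is a Pseudomonas aeruginosa culture filtrate used as stimulus; plate controls were PAF-stimulated DMSO wells for no effect and unstimulated DMSO wells for full effect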
Peg3 prom inh – reduces Peg3 promoter-driven luciferase expression in HeLa; 360,000 compounds, 1.7% hits; AID 588405; HeLa PEG-Prom luciferase reporter, luminescence, overnight; inhibition, % at 20 µM;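 active = inhibition of at least 50% at 20 µM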
TRPM1 prom inh – inhibitors of MITF-driven TRPM1 promoter in melanoma cells; SK-MEL-5 TRPM1 promoter luciferase, 24 h; inhibition, % at 12.5 µM; 330,000 compounds, 0.83% hits; AID 488899;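 active = mean inhibition across replicates of 60% or more, whatever share of single replicates reaches that level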; note: values of inactives mirror those of a sister screen read the other way
PDI inh – blocks human protein disulfide isomerase activity | 350,000 compounds, 0.052% hits | PDI insulin aggregation turbidity, A650, 90 min | P07237 | inhibition, % at 10 µM;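 active = mean inhibition across replicates of 30% or more, whatever share of single replicates reach that level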;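 note: absorbance from insulin aggregation driven by PDI reduction with DTT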
Target sequence (P07237 whole entry, looked up): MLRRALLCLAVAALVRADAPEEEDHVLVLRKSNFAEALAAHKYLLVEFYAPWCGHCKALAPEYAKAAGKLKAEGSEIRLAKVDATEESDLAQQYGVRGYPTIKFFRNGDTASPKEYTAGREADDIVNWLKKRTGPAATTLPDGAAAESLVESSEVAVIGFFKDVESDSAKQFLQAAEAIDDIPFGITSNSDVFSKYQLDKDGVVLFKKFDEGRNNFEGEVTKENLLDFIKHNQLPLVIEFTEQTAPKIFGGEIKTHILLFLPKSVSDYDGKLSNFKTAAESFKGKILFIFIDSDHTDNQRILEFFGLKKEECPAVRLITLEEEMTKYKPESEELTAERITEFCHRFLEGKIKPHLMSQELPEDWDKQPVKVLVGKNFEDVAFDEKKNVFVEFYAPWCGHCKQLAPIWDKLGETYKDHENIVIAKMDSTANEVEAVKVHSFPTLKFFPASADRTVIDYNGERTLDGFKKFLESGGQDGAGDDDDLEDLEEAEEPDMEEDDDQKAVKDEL
Shn3 inh set2 – Schnurri-3 reporter inhibition in Clone20 osteoblasts. Clone20 osteoblast Shn3 3'UTR firefly luciferase, 24 h. inhibition, % at 12.5 µM. 360,000 compounds, 0.52% hits. AID 588674;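 active = mean inhibition of at least 75% with every replicate also reaching 75%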;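 note: 0% = median of neutral control wells and 100% = pilot-screen positive control compound; some compounds past the cut are filed as inactive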
CaV13 FRET inh – Disruptors of the CACNA1D IQ motif to Ca2+-dependent inactivation inhibitor domain association, primary screening, Förster resonance energy transfer in intact living …. AID 743397. HEK cells, CFP/YFP FRET ICDI-IQ, plate reader, 10 min; percent FRET-ratio fall versus neutral wells. inhibition, % at 12.3 µM. 340,000 compounds, 0.098% hits;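 active = mean replicate inhibition of at least 30% and at least 1% of replicates passing that level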;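 note: 0% = median of the neutral control wells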
Vif inh – HIV Vif inhibition; HEK293T cells, Vif self-association by quenched fluorescence, imaging, 24 h; inhibition, % at 7.49 µM; 340,000 compounds, 0.35% hits; in the data active = inhibition above about 50%, passing the limit was not always enough; note: some results filed as inactive read as strong as hits
Active calls of the source: *; . = no result given.

SMILES	NR2E3 ag-1	NR2E3 ag-2	HIF-2a inh	KKLEB cytotox	CF NFkB inh	Peg3 prom inh	TRPM1 prom inh	PDI inh	Shn3 inh set2	CaV13 FRET inh	Vif inh
C=CCn1c(SCC(=O)c2c(N)n(C)c(=O)n(C)c2=O)nnc1-c1ccncc1	-18	1	22	-17	22	9	15	0	-16	-7	-2
Cc1ccc(N2C(=O)C3C4CCC(O4)C3C2=O)c(OC(F)F)c1 (stereo not drawn)	-5	4	3	4	-11	-5	5	-6	-9	-4	7
O=c1c2ccccc2nnn1CSc1nc2ccccc2c(=O)n1CCCO	15	-2	-1	-3	-22	16	-8	1	-12	-2	1
CC(C)c1nnc(NC(=O)C2CCN(S(=O)(=O)c3ccc(-n4cnnn4)cc3)CC2)s1	-18	-2	8	-4	-17	11	5	16	-11	6	-10
FC(F)(F)c1nnc2sc(-c3ccco3)nn12	-8	-1	6	-2	-4	-14	-6	0	0	-6	1
O=C(COc1ccccc1[N+](=O)[O-])N/N=C/c1cccs1	-26	0	-80	6	-22	-57	-10	13	-10	-5	-8
Brc1ccc(-c2csc(N3CCOCC3)n2)cc1	-143	3	-366	-10	-15	-345	-75	2	-57	-2	-7
COc1ccccc1CNC(=O)N[C@@H](Cc1ccccc1)C(=O)O	0	1	12	0	11	17	-1	4	9	.	7
CC(C)C(NC(=O)c1ccc(Cl)c([N+](=O)[O-])c1)C(=O)NCc1ccccn1 (stereo not drawn)	-8	.	11	5	-16	12	8	2	8	-6	15
OCCNCCCCOc1ccccc1F	-13	-4	-1	9	2	-8	-1	-4	-12	-5	7
CCN(C(=O)CSc1nc2cc(C(=O)O)ccc2c(=O)n1-c1ccccc1F)C1CCS(=O)(=O)C1 (stereo not drawn)	-13	.	1	11	-18	-1	7	-4	3	-6	-4
Cc1cc2c(cc1S(=O)(=O)NC1CCCCC1C)OCC(=O)N2 (stereo not drawn)	7	-3	5	10	-29	17	-3	8	-2	-2	3
Cc1ccc(S(=O)(=O)NC(C)C(=O)N2CCOCCOCCOCC2)cc1 (stereo not drawn)	7	0	3	-7	-13	3	2	-1	17	-3	29
COC(=O)c1ccc(/C=C2/SC(=S)N(CCC(=O)N3CCOCC3)C2=O)cc1	18	0	-6	6	5	12	9	-3	-57	-2	-8
O=C(CCn1c(=O)sc2ccccc21)Nc1ccon1	-39	-2	-33	-4	4	-36	-19	-3	-3	-8	0
Cc1ccc(S(=O)(=O)N2C(=O)[C@@H]3Cc4ccccc4CN3C2=O)cc1	1	.	-12	9	-18	15	7	11	0	-18	-6
O=C(CSc1nnc(Cc2ccccc2)n1-c1ccc(F)cc1)N1CCOCC1	6	-3	-13	-1	6	6	-12	-2	6	-8	-7
CC(=O)N1CCN(C(=O)c2ccco2)CC1	-17	2	7	6	-9	8	8	9	-10	-4	17
CC1CCN(CC(=O)Nc2ccc(N3CCCCCC3)cc2)CC1	18	-5	-2	-32	-20	10	-18	-1	61	-7	4
COc1ccc(C)cc1NC(=O)CSc1ccc(-c2ccccn2)nn1	23	-1	-15	3	28	35	-3	5	11	-6	-2
O=C(NCCC1CCCCN1S(=O)(=O)c1ccccc1)C(=O)Nc1ccc(F)cc1 (stereo not drawn)	-19	-1	-55	-2	1	-56	-13	29	-9	-7	-5
CC(C)n1nnc(-c2ccc(OCc3ccccc3F)cc2)n1	-117	0	-314	0	-32	-328	-80	3	-88	-19	-3
COCC1CCN(C(=O)c2ccc3oc(Cc4ccccc4)nc3c2)C1 (stereo not drawn)	-39	1	-97	-5	-25	-57	-16	-8	-25	-6	-1
CC1(C)CC(=O)C=C(c2ccccc2CO)C1=O	-8	.	19	-3	22	-2	.	-6	-10	-6	.
COc1ccccc1NS(=O)(=O)c1cc(NC(=O)Cc2n[nH]c(=O)c3ccccc23)ccc1Cl	-39	.	10	-7	-11	28	4	7	17	-6	-17
CN(c1ccc(C(=O)NCC2CCCO2)cc1)S(=O)(=O)c1ccccc1 (stereo not drawn)	2	0	11	-4	-10	12	-4	-4	4	.	10
CCC(C(=O)OC)n1cnc2scc(-c3ccc(C)c(C)c3)c2c1=O (stereo not drawn)	12	-3	26	-9	9	24	-7	-4	14	-4	-8
CC(=O)Nc1cccc(C(=O)O)n1	-22	1	12	14	-6	-7	1	-2	-10	1	2
CCOCCCNC(=O)c1c[nH]c2ccc(C)cc2c1=O	3	2	-18	16	-6	5	-1	3	38	-2	-4
COc1ccccc1N1CCN(c2nc3c(C)cccn3c(=O)c2C=O)CC1	-7	1	-2	8	2	15	6	-1	24	-5	3
COc1ccc(C(=O)O)cc1S(=O)(=O)NCc1ccncc1	8	.	6	-3	4	-10	1	8	-2	-6	-6
O=C(CCNC(=O)Cn1ccc2ccccc2c1=O)NCCCN1CCN(c2ccc(F)cc2)CC1	-19	0	18	2	3	4	-5	7	1	0	4
CCC(c1nnnn1Cc1ccc(OC)cc1)N(CCCO)Cc1cc2cc3c(cc2[nH]c1=O)OCO3 (stereo not drawn)	-28	-2	22	-6	7	11	10	-1	2	-8	11
Fc1ccc(Nc2nc(Oc3ccc4c(c3)OCO4)nc(N3CCOCC3)n2)c(F)c1	-9	2	8	-2	11	-7	-5	5	17	-4	3
COc1ccc(/C=C/C(=O)OCc2cccc([N+](=O)[O-])c2)cc1	-16	1	-53	8	-2	-55	-3	-16	4	-6	21
O=NN(CC(=O)NNc1ccccc1)CC(=O)NNc1ccccc1	73*	.	5	-5	15	-2	.	.	4	-4	.
O=C(CCn1c(=O)oc2ccccc21)Nc1nc2ccccc2s1	-37	1	-72	8	-12	-21	-21	.	-15	-2	-11
CC(C)OC(=O)COc1ccc(-c2ccccc2)cc1	14	2	14	1	-5	-12	-10	0	-17	-4	-1
CC1(C)C2CC[C@]1(C)C(=O)N(CCCCN1CCN(c3ccccn3)CC1)C2=O	-19	-2	15	-5	5	2	6	-2	19	-3	-1
O=C(NCC1CCCO1)c1cc(S(=O)(=O)N2CCCC2)c(Cl)cc1Cl (stereo not drawn)	1	5	-1	3	-20	9	-7	6	3	0	-5

Structural class, the compounds so far with a Cl atom.
SMILES	NR2E3 ag-1	NR2E3 ag-2	HIF-2a inh	KKLEB cytotox	CF NFkB inh	Peg3 prom inh	TRPM1 prom inh	PDI inh	Shn3 inh set2	CaV13 FRET inh	Vif inh
CC(C)C(NC(=O)c1ccc(Cl)c([N+](=O)[O-])c1)C(=O)NCc1ccccn1 (stereo not drawn)	-8	.	11	5	-16	12	8	2	8	-6	15
COc1ccccc1NS(=O)(=O)c1cc(NC(=O)Cc2n[nH]c(=O)c3ccccc23)ccc1Cl	-39	.	10	-7	-11	28	4	7	17	-6	-17
O=C(NCC1CCCO1)c1cc(S(=O)(=O)N2CCCC2)c(Cl)cc1Cl (stereo not drawn)	1	5	-1	3	-20	9	-7	6	3	0	-5

(continued)
SMILES	NR2E3 ag-1	NR2E3 ag-2	HIF-2a inh	KKLEB cytotox	CF NFkB inh	Peg3 prom inh	TRPM1 prom inh	PDI inh	Shn3 inh set2	CaV13 FRET inh	Vif inh
O=C(CNC(=O)c1sc2ccccc2c1Cl)NC1CC1	-54	3	-176	12	-19	-129	-23	9	-31	-2	-12
Cc1nc(C)c(-c2csc(Nc3ccccn3)n2)s1	-157	-2	-224	6	8	-161	-5	-4	-73	-7	-4
CCC1CCCCN1C(=O)COc1ccc(F)cc1 (stereo not drawn)	-7	-3	8	-2	3	6	-7	-2	-29	-2	15
COc1cc(-c2[nH]nc3c2C(c2ccoc2)C(C#N)=C(N)O3)cc(OC)c1OC (stereo not drawn)	3	-2	-8	-6	-22	7	6	14	-10	.	.
CC(C)[C@H](NC(=O)OC(C)(C)C)C(=O)NCC1CCC(C(=O)N[C@@H](Cc2ccccc2)C(=O)O)CC1 (stereo partly drawn)	2	0	12	3	-9	8	0	-9	-10	-4	-14
Cc1ccc(CNC(=O)COC(=O)CN2C(=O)C3CC=CCC3C2=O)cc1 (stereo not drawn)	-15	.	3	9	22	-3	3	-4	-5	-3	-3
CCOC(=O)c1cc(-c2ccc(C)cc2)n(CCC(=O)NC(C)CC)c1C (stereo not drawn)	-15	0	8	6	2	26	3	-7	1	-5	-6
CCOC(=O)CNC(=S)NN(C)C	0	4	17	5	2	2	0	6	8	-5	11
CCC(=O)N1CCc2cc(S(=O)(=O)N(C)c3ccc(Br)cc3)ccc21	1	.	24	4	9	9	0	-3	-14	-5	-8
COc1ccc(CCNC(=O)CSc2nc(C)nc3sccc23)cc1OC	0	3	13	0	13	3	-6	1	-7	6	1
Cc1cccc(CN2CCC(Oc3ccc(C(=O)N4CCCCC4)cc3)CC2)c1	7	4	16	-12	7	11	8	5	12	-5	-5
Cc1ccc(/C=C/C(=O)Nc2ccc(S(N)(=O)=O)cc2)o1	-3	1	4	-11	-6	-3	3	-6	-4	-7	-15

A second format for some results above.
Structure,NR2E3 ag-1,NR2E3 ag-2,HIF-2a inh,KKLEB cytotox,CF NFkB inh,Peg3 prom inh,TRPM1 prom inh,PDI inh,Shn3 inh set2,CaV13 FRET inh,Vif inh
CCC(=O)N1CCc2cc(S(=O)(=O)N(C)c3ccc(Br)cc3)ccc21,1,.,24,4,9,9,0,-3,-14,-5,-8
COc1ccc(CCNC(=O)CSc2nc(C)nc3sccc23)cc1OC,0,3,13,0,13,3,-6,1,-7,6,1

An excerpt from above in order of the PDI inh value, high to low:
mol	NR2E3 ag-1	NR2E3 ag-2	HIF-2a inh	CF NFkB inh	Peg3 prom inh	TRPM1 prom inh	PDI inh	Shn3 inh set2	CaV13 FRET inh	Vif inh
CCOC(=O)CNC(=S)NN(C)C	0	4	17	2	2	0	6	8	-5	11
Cc1cccc(CN2CCC(Oc3ccc(C(=O)N4CCCCC4)cc3)CC2)c1	7	4	16	7	11	8	5	12	-5	-5
CCC1CCCCN1C(=O)COc1ccc(F)cc1 (stereo not drawn)	-7	-3	8	3	6	-7	-2	-29	-2	15
Cc1nc(C)c(-c2csc(Nc3ccccn3)n2)s1	-157	-2	-224	8	-161	-5	-4	-73	-7	-4
Cc1ccc(/C=C/C(=O)Nc2ccc(S(N)(=O)=O)cc2)o1	-3	1	4	-6	-3	3	-6	-4	-7	-15
CCOC(=O)c1cc(-c2ccc(C)cc2)n(CCC(=O)NC(C)CC)c1C (stereo not drawn)	-15	0	8	2	26	3	-7	1	-5	-6
CC(C)[C@H](NC(=O)OC(C)(C)C)C(=O)NCC1CCC(C(=O)N[C@@H](Cc2ccccc2)C(=O)O)CC1 (stereo partly drawn)	2	0	12	-9	8	0	-9	-10	-4	-14
